BRCA1 expr act – activators of BRCA1 expression | MCF7-BRCA1-FFLuc reporter, luminescence, 48 h; response scale: scaled: vehicle 0%, 10 µM genistein 100% | 1.1% of 380,000 active | Potency, µM (series often up to 46.1 µM), inactives show at the highest dose activation, usual class: activators | AID 624202; further: potency means the concentration at half of the fitted maximal effect; nearly all actives have a fitted effect of over 80% in size; some results filed as inactive show a strong effect at the top dose
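First, MCF7-BRCA1-FFLuc cells (2000/well) attach for 2 h; next, compounds are pin-added and incubated 48 h at 37 °C; finally, luciferase reagent is added and luminescence read after 15 min.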
ELG1 DNA repair – blocks ELG1-dependent DNA repair in HEK293T cells; HEK293T ELG1-luciferase reporter, luminescence, 16 h; DNA damage induced by 5-fluorouridine; Potency, µM (top dose mostly 46.1 µM), inactives show at the highest dose activity change, negative = inhibition, hits mostly inhibitors; 2.3% of 330,000 active; AID 504467; further: potency means the concentration at half of the fitted maximal effect; on the % scale 0 is the no-effect control and ±100 the full control effect; nearly all actives have a fitted effect of over 55% in size
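Reporter activity after DNA damage by 5-fluorouridine is monitored. Compound-treated cells incubate 16 hr at 37 °C, then ONE-Glo is added for 30 min before luminescence reading.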
ELG1 genotox – induces genotoxicity in HEK293T cells with luciferase-tagged ELG1; HEK293T ELG1-luciferase reporter, luminescence, 16 h; Potency, µM (top dose mostly 46 µM), inactives show top-dose activity change, positive = activation, hits mostly activators; 1.3% of 330,000 active; AID 504466; further: potency means the concentration at half of the fitted maximal effect; % of control where 0% means no effect; nearly all actives have a fitted effect of over 60% in size
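Quantitative HTS format in 1536-well plates. HEK293T ELG1-luciferase reporter cells receive test compound and are incubated 16 hr at 37 °C, 5% CO2; ONE-Glo added, 30 min room temperature, then luminescence read.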
p53 reactivator – restores transcriptional activity of mutant p53; H1299 p53-A138V BP100-luciferase reporter, luminescence, 24 h; Potency, µM (series often up to 92.2 µM), for the others: top-dose activity change, positive = activation, usual class: activators; 0.063% of 320,000 active; further: potency means the concentration at half of the fitted maximal effect; % of control where 0% means no effect; nearly all actives have a fitted effect of over 45% in size
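H1299 (p53-null), stable ts p53-A138V + BP100-Luc; 1000 cells/well, Opti-MEM/10% FBS; cpd 4 pt, 1:5; 24 h, 37 deg C, 5% CO2; detection reagent 10 min RT; luminescence.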
NPC1 promoter act – activators of NPC1 promoter. Huh7 NPC1 promoter luciferase reporter, 24 h. Potency, µM (doses to about 9.22 µM), for the others: at the highest dose activation, usual class: activators. 2.4% of 320,000 active. AID 485313;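 further: potency means the concentration at half of the fitted maximal effect; % of control where 0% means no effect; nearly all actives have a fitted effect of over 60% in size; reporter is driven by a mutant NPC1 promoter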
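Luciferase expression driven by the NPC1 promoter was measured in stably transfected Huh7 cells after a 24 h compound incubation, using a luciferase reagent and a luminescence read.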
Tb PFK block – blocks T. brucei phosphofructokinase. 0.17% of 330,000 active. AID 485367. O15648. T. brucei PFK, ADP-Glo luminescence. Potency, µM (highest dose often 57.5 µM), for inactives: at the top dose activity, negative = inhibition, most hits filed as inhibitors;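 further: potency means the concentration at half of the fitted maximal effect; 0% = uninhibited 1x PFK enzyme wells and -100% = no-enzyme wells; nearly all actives have a fitted effect of over 60% in size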
Target sequence (O15648 whole entry, looked up): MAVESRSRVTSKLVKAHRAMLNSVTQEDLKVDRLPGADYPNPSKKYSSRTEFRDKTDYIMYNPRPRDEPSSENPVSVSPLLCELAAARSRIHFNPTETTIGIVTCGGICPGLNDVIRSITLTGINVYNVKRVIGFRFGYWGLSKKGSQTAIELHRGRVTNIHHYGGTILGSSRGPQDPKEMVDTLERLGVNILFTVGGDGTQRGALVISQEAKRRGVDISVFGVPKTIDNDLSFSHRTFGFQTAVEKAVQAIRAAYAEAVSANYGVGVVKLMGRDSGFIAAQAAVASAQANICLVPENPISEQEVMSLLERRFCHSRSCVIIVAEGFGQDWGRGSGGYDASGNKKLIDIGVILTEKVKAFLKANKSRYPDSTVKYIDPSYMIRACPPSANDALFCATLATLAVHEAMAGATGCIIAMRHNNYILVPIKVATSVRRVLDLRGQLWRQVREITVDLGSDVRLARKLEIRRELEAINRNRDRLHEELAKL
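Activity is normalized to no-enzyme wells (full inhibition) and 1.25 nM enzyme wells (no inhibition). Reaction: 0.5 mM F6P, 0.1 mM ATP, 45 min RT, ADP-Glo luminescence; concentration-response curves fitted and classed by quality.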
RORg inh – blocks mouse ROR gamma transcriptional activity. Drosophila S2 Gal4-RORgamma UAS-luciferase reporter, 20 h. Potency, µM (series often up to 53.6 µM), for the others: top-dose activity change, negative = inhibition, usual class: inhibitors. 5.4% of 310,000 active. AID 2551; further: potency means the concentration at half of the fitted maximal effect; on the % scale 0 is the no-effect control and ±100 the full control effect; nearly all actives have a fitted effect of over 60% in size
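Compounds are pin-transferred onto Drosophila Schneider cells expressing a copper-inducible Gal4–ROR gamma transactivation domain fusion. After 1 hr, copper sulfate is added to 700 uM final; luciferase is read 20 hr later.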
TRPV1 agonist – human TRPV1 agonism. 0.19% of 320,000 active. activation, % at 8.33 µM. Q8NER1. TRPV1-expressing cells, Fluo-8 calcium influx, agonist mode; in the data active means activation above about 80%; inconclusive means between about 30% and that limit; further: 0% is about no effect
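Fluo-8 calcium influx in TRPV1-expressing cells, kinetic read (ex 480/em 520 nm). Compound added and read 3 min for agonist activity, followed by capsaicin at EC20 final and 2 min further read for enhancement.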
Rab9 promoter act – activates the Rab9 promoter | 2.8% of 320,000 active | AID 485297 | Huh7 Rab9 promoter-luciferase reporter, luminescence, 24 h | Potency, µM (series often up to 9.22 µM), inactives show at the highest dose activation, negative = inhibition, hits mostly activators; further: potency means the concentration at half of the fitted maximal effect; % of control where 0% means no effect; nearly all actives have a fitted effect of over 60% in size
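Promoter activation is measured as luciferase luminescence in Huh7 cells stably transfected with a Rab9 promoter–luciferase construct, following 24 h compound exposure at 37 °C and 10 min reagent incubation at ambient temperature.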
Gal4-VP16 FLuc – Gal4-VP16 reporter inhibition counter-screen | Drosophila S2 Gal4-VP16 UAS-luciferase, luminescence, 20 h | Potency, µM (doses to about 53.6 µM), for the others: at the highest dose activity, negative = inhibition, hits mostly inhibitors | 3.5% of 310,000 active;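 further: Gal4-VP16 expression switched on by copper sulfate through the metallothionein promoter; potency means the concentration at half of the fitted maximal effect; on the % scale 0 is the no-effect control and ±100 the full control effect; nearly all actives have a fitted effect of over 50% in size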
FLuc counter – firefly luciferase modulation, counter-screen for miR-21 project; P08659; purified FLuc, Km substrates, luminescence inhibition; Potency, µM (highest dose often 57.5 µM), for the others: top-dose activity change, negative = inhibition, actives largely listed as inhibitors; 6.9% of 360,000 active;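 further: potency means the concentration at half of the fitted maximal effect; plate controls were vehicle for no effect and reference inhibitor for full effect; nearly all actives have a fitted effect of over 55% in size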
Target sequence (P08659 whole entry, looked up): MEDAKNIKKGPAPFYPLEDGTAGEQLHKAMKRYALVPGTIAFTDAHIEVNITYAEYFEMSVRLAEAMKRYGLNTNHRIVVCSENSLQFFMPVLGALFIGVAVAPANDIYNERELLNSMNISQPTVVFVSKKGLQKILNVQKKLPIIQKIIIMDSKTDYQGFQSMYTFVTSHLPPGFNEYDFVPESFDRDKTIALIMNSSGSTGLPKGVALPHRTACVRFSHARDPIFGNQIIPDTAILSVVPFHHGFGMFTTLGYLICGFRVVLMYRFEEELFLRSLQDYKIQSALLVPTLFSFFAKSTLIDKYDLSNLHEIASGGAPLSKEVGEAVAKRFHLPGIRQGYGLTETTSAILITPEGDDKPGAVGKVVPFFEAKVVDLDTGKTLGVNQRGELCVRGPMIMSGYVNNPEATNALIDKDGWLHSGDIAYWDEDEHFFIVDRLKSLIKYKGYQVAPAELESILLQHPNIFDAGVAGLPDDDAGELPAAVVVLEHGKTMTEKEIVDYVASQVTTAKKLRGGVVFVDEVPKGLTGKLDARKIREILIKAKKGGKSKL
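Purified P. pyralis luciferase (10nM final) with 10uM D-luciferin and 10uM ATP (Km levels) in 50mM Tris acetate pH 7.5, 10mM Mg acetate, 0.01% Tween-20, 0.05% BSA; qHTS 6-point titration, ~60 µM downward; luminescence read.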
The depositor's hits bear a star; ? = inconclusive; . = no result given; [ ] = another dose, or the depositor's remark. Unless noted, the call rests on the fitted dose curve; in most records, active means well fitted curve in the direction sought with a large enough effect; inconclusive means small, poorly fitted or top-dose-only effect, or another doubt; inactive means no such curve, though single readings can be large; an effect the other way counts as inactive or inconclusive.

SMILES	BRCA1 expr act	ELG1 DNA repair	ELG1 genotox	p53 reactivator	NPC1 promoter act	Tb PFK block	RORg inh	TRPV1 agonist	Rab9 promoter act	Gal4-VP16 FLuc	FLuc counter
COc1ccc(/C=C(/NC(=O)c2ccccc2)C(=O)N/N=C/c2ccncc2)cc1	-14%	5%	1%	-3%	-1%	0%	17%	-3	2%	-5%	0%
O=C(CCc1nc2ccccc2s1)NC1CCOC1=O (configuration not stated)	5%	0%	0%	3%	0%	9%	0%	2	5%	0%	2%
Cc1ccc2nc(-c3ccccc3N)[nH]c2c1	-1%	?	1.2µM*	-2%	1.1µM*	-12%	10µM*	?	0.5µM*	-3%[10 µM]	0.76µM*
Cc1nonc1C1CCCN1Cc1nc(-c2ccccc2Cl)oc1C (configuration not stated)	-2%	3%	-4%	-4%	-2%	1%	-36%	16	-6%	-6%	0%
Cc1nnc2c(-c3ccccc3)nc3ccccc3n12	-38%	?	?	-11%	5%	1%	6%	3	13%	3%	10%
CNS(=O)(=O)c1cccc(C(=O)OC2CCCCC2=O)c1 (configuration not stated)	-32%	26%	-2%	-3%	-6%	-1%	-1%	-2	1%	-2%	2%
CC(C)(C)C1(C)OC(C(N)=O)C(C(N)=O)O1 (configuration not stated)	1%	4%	-5%	-20%	-2%	1%	-4%	-1	-1%	-7%	7%
Cc1ccc(C2=NOC(=O)/C2=C\C=C\c2ccccc2)cc1	-91%[inhibitor]	?	-11%	-10%	-16%	5%	14µM*	8	-30%[inhibitor]	?	?
O=S(=O)(Nc1ccccn1)c1ccc(Br)cc1	-11%	0%	0%	.	-1%	1%	7%	1	-2%	9%	2%
COc1ccc(NC(=O)c2csc3c2CCCCC3)c(OC)c1	54%	0%	-3%	2%	0%	-1%	43%	4	5%	14%	?
O=C(Nc1nccs1)C1Cc2ccccc2CN1S(=O)(=O)c1ccc(F)cc1 (configuration not stated)	-6%	?	?	?	?	4%	?	-1	?	-11%	24µM*
CCC(=O)Nc1ccc(C(=O)NNC(=O)c2cccc(C)c2)cc1	-7%	?	4%	4%	1%	0%	12%	-1	-5%	11%	-5%
FC(F)(F)c1nc(=S)c2ccccc2[nH]1	3%	?	-2%	0%	1%	-1%	-32%	2	6%	0%	?
CCCc1nc2ccc(NC(=O)c3ccco3)cc2c(=O)n1Cc1ccccc1Cl	0%	18µM*	0%	-3%	-2%	3%	?	4	3%	-5%	8%
CCCN(CC(=O)Nc1ccc(C(N)=O)cc1)CC(=O)Nc1ccccc1C	-8%	22%	8%	1%	-5%	-9%	-10%	-1	-10%	-13%[10 µM]	0%
COc1ccc(-n2nnc3c(=O)n(CC(=O)N4CCCC4)cnc32)cc1	3%	8%	2%	20%	-1%	1%	-2%	0	2%	0%	1%
CCOc1cc(Cl)c(NC(C)=O)cc1OCC	-22%	-23%	-2%	-11%	-1%	-2%	28%	0	0%	-12%	4%
CCOC(=O)c1[nH]c2ccc(OC)cc2c1NS(=O)(=O)c1ccc(OC)cc1OC	-7%	0%	2%	-5%	15%	-4%	-19%	0	-8%	-2%	-2%
C/C=C/c1ccc(OCCCCN2CCC(C)CC2)c(OC)c1	-38%	10%	-2%	5%	-3%	0%	-9%	0	6%	2%	-3%
COc1ccc(/C=C/C(=O)N(CCC(N)=O)c2ccccc2)cc1S(=O)(=O)N1CCOCC1	-3%	19%	4%	0%	-2%	0%	.	3	-2%	.	-1%

3 compounds out of the list above, ordered by their value in p53 reactivator, highest first:
| Structure | BRCA1 expr act | p53 reactivator | NPC1 promoter act | RORg inh | TRPV1 agonist | Rab9 promoter act |
| --- | --- | --- | --- | --- | --- | --- |
| COc1ccc(NC(=O)c2csc3c2CCCCC3)c(OC)c1 | 54% | 2% | 0% | 43% | 4 | 5% |
| COc1ccc(/C=C/C(=O)N(CCC(N)=O)c2ccccc2)cc1S(=O)(=O)N1CCOCC1 | -3% | 0% | -2% | . | 3 | -2% |
| CCCc1nc2ccc(NC(=O)c3ccco3)cc2c(=O)n1Cc1ccccc1Cl | 0% | -3% | -2% | ? | 4 | 3% |

Next section
SMILES	BRCA1 expr act	ELG1 DNA repair	ELG1 genotox	p53 reactivator	NPC1 promoter act	Tb PFK block	RORg inh	TRPV1 agonist	Rab9 promoter act	Gal4-VP16 FLuc	FLuc counter
Nc1nonc1-n1nnc(C(=O)N/N=C/c2ccccc2)c1CN1CCc2ccccc21	-24%	-3%	1%	1%	3%	-3%	-8%	2	0%	-7%	0%
CC(C)(C)NC(=O)C(c1ccccc1)N(Cc1cccs1)C(=O)c1csnn1 (configuration not stated)	0%	0%	3%	-11%	-3%	-3%	?	16	-3%	-9%	-2%
O=C(COC(=O)COc1ccc(Cl)cc1Br)NC1CC1	-17%	?	-3%	-1%	.	-8%	.	.	.	.	.
CC(C)N1CCc2c(sc(NC(=S)NC(=O)c3ccccc3)c2C#N)C1	?	?	?	?	25%	-28%	?	3	?	?	?
CCC(C(=O)NCCc1ccc(OC)cc1OC)n1nc(C)n2c(cc3occc32)c1=O (configuration not stated)	4%	?	0%	-2%	2%	2%	16%	-1	0%	5%	3%
CCOC(=O)C1=C(C)NC(=O)NC1c1ccc(Br)s1 (configuration not stated)	67%	-3%	-5%	-4%	-1%	4%	3%	-1	-11%	-24%	4%
CC(=O)c1sc(NC(=O)CN2C(=O)C3CCCCC3C2=O)nc1-c1ccccc1 (configuration not stated)	0%	?	0%	12%	-3%	-10%	.	2	-2%	.	-1%
O=C(CCSc1nnc(-c2ccncc2)o1)Nc1ccccc1	24%	6%	-1%	2%	-1%	0%	-44%	-4	2%	-11%[0.365 µM]	13%
CC(=O)Nc1ccc(Sc2ccccc2C(=O)O)cc1	0%	4%	1%	16%	-2%	-4%	-9%	4	-2%	3%	?
O=C(NCc1ccccc1)C1=C[C@@H](c2ccc(C(F)(F)F)cc2)C[C@@H](OCc2ccc(CO)cc2)O1	-53%	?	-11%	-2%	-1%	-4%	10%	-2	-3%	-29%	-5%
Cc1cc(-c2csc(N)n2)c(C)n1CCc1ccccc1	-21%	2%	-18%	8%	-7%	-2%	-34%	2	-4%	-9%	?
COC(=O)/C(=C\Nc1ccc(Cl)cc1Cl)NC(=O)c1ccccc1	-5%	.	.	.	.	.	43%	?	.	10%	?
O=C(O)C1CCN(S(=O)(=O)c2ccc(Cl)s2)CC1	8%	5%	4%	4%	.	2%	.	.	.	.	.
O=[N+]([O-])c1ccc2c(c1)nc1n2CCSC1	22%	-12%	-1%	0%	-2%	2%	-2%	-1	-7%	-6%	-7%
CCN(CC(=O)NC(C)C)C(=O)c1cc(S(=O)(=O)N2CCCCC2)ccc1N1CCCCC1	-28%	0%	2%	-1%	.	1%	.	.	.	.	.
CCOc1cc(C2NC(=O)NC(C)=C2C(=O)NCc2ccccc2)c(Cl)cc1O (configuration not stated)	-1%	0%	1%	-4%	2%	7%	-6%	1	2%	0%	6%
CCCCn1c(N)c(N(CC(C)C)C(=O)CSc2nnc(C)n2-c2ccc(OC)cc2)c(=O)[nH]c1=O	-1%	2%	2%	-2%	1%	-2%	.	0	-3%	.	2%
Cc1cc(OCc2cccc(Cl)c2)c(C)cc1CN1CCOCC1	10%	?	0%	9%	13%	2%	26%	6	28%	0%	?

Quoted at random: four records from the list, in no set order.
SMILES	BRCA1 expr act	ELG1 DNA repair	ELG1 genotox	p53 reactivator	NPC1 promoter act	Tb PFK block	RORg inh	TRPV1 agonist	Rab9 promoter act	Gal4-VP16 FLuc	FLuc counter
COC(=O)/C(=C\Nc1ccc(Cl)cc1Cl)NC(=O)c1ccccc1	-5%	.	.	.	.	.	43%	?	.	10%	?
O=C(O)C1CCN(S(=O)(=O)c2ccc(Cl)s2)CC1	8%	5%	4%	4%	.	2%	.	.	.	.	.
CCN(CC(=O)NC(C)C)C(=O)c1cc(S(=O)(=O)N2CCCCC2)ccc1N1CCCCC1	-28%	0%	2%	-1%	.	1%	.	.	.	.	.
CCOc1cc(C2NC(=O)NC(C)=C2C(=O)NCc2ccccc2)c(Cl)cc1O (configuration not stated)	-1%	0%	1%	-4%	2%	7%	-6%	1	2%	0%	6%
